# Casp6 inh = inhibitors of human caspase-6 | P55212 | purified caspase-6, Z-VEID-R110 cleavage fluorescence | inhibition, % at 12.5 µM | hit rate 0.53% among 350,000 | AID 686996;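 active means mean inhibition across replicates at least about 35%, with every replicate also reaching that limit, limit read from the data; inconclusive means only one of the two criteria met; inactive means neither criterion met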;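 further: 0% = median of neutral control wells and 100% = no fluorescence left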
# Target sequence (P55212 24-179 limits assumed): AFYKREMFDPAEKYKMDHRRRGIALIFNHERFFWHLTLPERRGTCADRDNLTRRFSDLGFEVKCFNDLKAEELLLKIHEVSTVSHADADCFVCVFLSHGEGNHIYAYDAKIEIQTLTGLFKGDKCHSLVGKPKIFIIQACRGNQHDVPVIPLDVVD
# Target sequence (P55212 194-293 limits assumed): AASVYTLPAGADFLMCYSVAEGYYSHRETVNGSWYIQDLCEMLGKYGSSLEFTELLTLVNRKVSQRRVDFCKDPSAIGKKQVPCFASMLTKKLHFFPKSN
# PAX8 inh HTS = inhibitors of PAX8 transcriptional activity in RMG-I cells | RMG-I TPO-luciferase reporter, SteadyGlo, 24 h | inhibition, % at 12.6 µM | hit rate 1.2% among 360,000 | AID 652154;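 active means mean replicate inhibition at least 60% with every replicate also reaching 60%; inconclusive means only one of the two criteria is met; inactive means mean below 60% and not all replicates reaching 60%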;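 further: luciferase light reporting Pax8 driven TPO promoter activity; plate controls were median of neutral control wells for no effect and mitoxantrone controls for full effect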
# EWS-Fli inh = inhibitors of EWS/Fli oncoprotein transcriptional activity; A673 NR0B1-luciferase reporter, viability-normalised; inhibition, % at 12.6 µM; hit rate 0.67% among 350,000;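 active means mean inhibition of at least 50% after viability correction, with every replicate also passing that limit; inconclusive means mean reaches 50% but only one of two replicates passes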;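 further: firefly luciferase signal divided by Alamar Blue viability fluorescence both relative to DMSO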
# LGR2 antag = Drosophila LGR2 receptor signaling inhibition. HEK293 LGR2, CRE-luciferase, bursicon-stimulated, 4 h. inhibition, % at 9.99 µM. hit rate 0.35% among 380,000;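 active means drop in luminescence signal, shown as inhibition above about 50% in the replicate tests, limit read from the data, passing the limit was not always enough; inconclusive means probably only some replicates passing the limit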;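 further: agonist challenge used bursicon conditioned medium at about half maximal strength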
# FN deposition inh = fibronectin deposition inhibition; AH1F fibroblasts, Alexa488-fibronectin deposition fluorescence, overnight; hit rate 0.086% among 350,000; inhibition, % at 12.6 µM;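 active means mean inhibition across replicates of 30% or more, regardless of how many single replicates reach that level; inconclusive means mean under 30% yet at least half of replicates reach 30%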;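 further: positive control wells lacked labelled fibronectin entirely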
#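 Material – AH1F fibroblast monolayer, labelled fibronectin deposition · Reagent – labelled fibronectin 24 nM · Timing – 1 h adhesion, overnight exposure · Measured by – fluorescence at 485 nm excitation, 525 nm emission · Read-out – inhibition of fibronectin deposition signal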
# PGC1a acetyl inh = modulators of PGC1a acetylation; hit rate 0.17% among 350,000; inhibition, % at 15.6 µM; U2OS PGC1a acetylation, AlphaScreen anti-acetyl-lysine; with virally co-expressed GCN5 acetyltransferase;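 active means every replicate shows inhibition of at least 40%; inconclusive means mean inhibition at least 40% but some replicate below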;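 further: 0% = neutral control wells and 100% = positive control wells; some results beyond the cut were filed as inactive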
# miR122 inh = blocks miR-122 activity in Huh7 sensor cells | activation (reporter increase), % at 12.5 µM | hit rate 0.3% among 340,000 | Huh7 miR-122 Renilla luciferase sensor, 48 h; neutral wells = 0, positive control = 100 | AID 602342;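 active means mean replicate activation score at least 90 and every replicate individually at or above 90; inconclusive means only one of the two criteria met; inactive means neither criterion met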;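 further: higher luciferase means less miR-122 activity so hits act as miR-122 inhibitors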
# Cneo AK release = Cryptococcus neoformans lysis via adenylate kinase release; C. neoformans lysis, adenylate kinase release luminescence, 4 h; normalised: neutral wells 0, clomiphene wells 100; lysis activity, % at 15 µM; hit rate 0.2% among 360,000; AID 651654;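 active means mean lysis activity across replicates of at least 80%, whatever share of replicates individually reach that level; inactive means mean lysis activity below 80%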
#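 Test system: log-phase Cryptococcus neoformans yeast cells. Input: 5 × 10^6 yeast cells/mL. Medium: fresh YPD growth medium. Doses: single dose. Incubation: static 4 h at 37 °C with compound, 1 h detection. Measured by: luminescent adenylate kinase detection reagent. Read-out: signal increase indicating cell lysis. Benchmarks: Clomiphene.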
# * marks the source's active call; other numbers are inactive results; ? = inconclusive; . = not tested or not shown; [ ] = remark or other dose.
canonical_smiles	PGC1a acetyl inh	Casp6 inh	LGR2 antag	FN deposition inh	Cneo AK release	PAX8 inh HTS	EWS-Fli inh	miR122 inh
CCN1CCCC1CNC(=O)c1ccc2c(c1)NC(=O)/C(=C\c1ccccc1F)S2 (configuration not stated)	-30	-26	7	10	4	23	20	-12
CC(=O)c1ccc(OCc2cc(C(=O)N(C)C3CCOC3)no2)cc1 (configuration not stated)	-4	-5	-43	-2	11	-204	.	0
CC(NC(=O)c1ccccc1NC(=O)CSc1nnnn1C)c1ccccc1 (configuration not stated)	4	.	0	.	1	.	.	2
CN(C)C(=O)COc1ccc2c3c(c(=O)oc2c1)CCCC3	-4	-6	.	7	1	-29	-10	-5
Cc1ccccc1-c1nc(C(=O)NCC2CCCO2)cc2c1[nH]c1ccccc12 (configuration not stated)	-61	5	26	.	-11	.	17	-5
C[C@H]1CN([C@@H](C)CO)C(=O)c2cc(NC(=O)Nc3cccc4ccccc34)ccc2O[C@H]1CN(C)C	-2	.	16	.	-4	9	2	-1[16.7 µM]
CCOc1ccccc1NC(=O)C(CC)Sc1nc2ccncc2[nH]1 (configuration not stated)	-2	0	8	7	1	2	-4	-7
CCC(C)n1c(/C=C/c2ccccc2)nc2ccccc21 (configuration not stated)	-12	2	1	-8	19	-5	13	25
Cc1nn(-c2ccccc2)c(C)c1NC(=O)COc1ccc(Cl)cc1Cl	12	.	22	.	-1	-7	6	1
CN1CCCCN2[C@@H](CO)[C@@H](c3ccc(-c4cccnc4)cc3)[C@@H]2C1	6	2	-1	.	60	14	-9	18[16.7 µM]
CCCCN(CCCC)Cc1cc(=O)oc2cc(C)cc(C)c12	-10	-2	-25	-4	0	-8	8	1
Cc1noc(C)c1NC(=O)N(C)C[C@H]1Oc2c(NC(=O)c3nc4ccccc4s3)cccc2C(=O)N([C@H](C)CO)C[C@H]1C	?	3	11	.	-4	.	-58	-9[16.7 µM]
C[C@@H]1CN([C@@H](C)CO)C(=O)c2cccc(NC(=O)c3cnccn3)c2O[C@H]1CN(C)Cc1ccc(Oc2ccccc2)cc1	-4	.	.	.	7	43	-4	-5[16.7 µM]
CCOC(=O)N1CCN(C(=O)c2ccc3nc(N4CCC(C)CC4)sc3c2)CC1	-1	.	-20	.	-1	.	.	4
N/C(=N\OC(=O)Cc1ccc([N+](=O)[O-])cc1)c1ccccn1	.	1	?	-8	.	-29	6	.
O=C(O)c1ccc(-n2cccn2)c([N+](=O)[O-])c1	.	3	3	-8	.	13	8	.
Cc1ncoc1C(=O)N1CCCC(C(=O)c2ccc(-c3ccccc3)c(F)c2)C1 (configuration not stated)	0	1	8	-17	-5	-3	-9	1
CCCCN(C(=O)c1ccc(NC2CC2)c([N+](=O)[O-])c1)c1c(N)n(CCCC)c(=O)[nH]c1=O	-2	5	-1	-12	2	4	1	-6
C[C@@H]1CN([C@H](C)CO)C(=O)c2cc(NC(=O)Nc3cccc4ccccc34)ccc2O[C@@H]1CN(C)Cc1ccc(C(F)(F)F)cc1	-14	-2	26	5	50	.	26	1[16.7 µM]
CC(C)(CNC(=O)c1cc(Cl)c(O)c(Cl)c1)N1CCCCC1	-2	-1	3	-4	0	5	2	-15
Cc1ccc(S(=O)(=O)N(C)C[C@H]2Oc3c(NC(=O)Nc4ccc5c(c4)OCO5)cccc3C(=O)N([C@H](C)CO)C[C@H]2C)cc1	6	-1	4	.	-2	-10	4	-2[16.7 µM]
COc1ccc(-c2ccc(CN3C(C)C(=O)N(Cc4cn(CCC5OCCCO5)nn4)CCS3(=O)=O)cc2)cc1 (configuration not stated)	-31	10	-6	-5	2	5	-16	-5
Cc1ccccc1S(=O)(=O)NC(=O)C1(C)CCN1C(=O)c1cccc2ccccc12 (configuration not stated)	-5	0	-2	.	0	-3	3	-7
C[C@H](NS(=O)(=O)c1ccccc1F)C(=O)OCC(=O)Nc1ccc2c(c1)OCCO2	1	0	20	1	4	-10	-5	0
C=CCN(CC=C)Cc1cc(=O)oc2cc(OC)ccc12	-13	-1	0	3	1	-14	-8	0
C[C@H]1CN([C@@H](C)CO)C(=O)Cc2cc(NC(=O)c3ccncc3)ccc2O[C@H]1CN(C)CC1CC1	-4	-1	-4	-3	-9	-16	-2	0[16.7 µM]
C[C@@H]1CCCCO[C@@H](CN(C)Cc2ccc(C(=O)O)cc2)[C@H](C)CN([C@@H](C)CO)C(=O)c2cc(NC(=O)Nc3ccccc3)ccc2O1	8	1	-11	-11	3	-10	-6	15[16.7 µM]
C[C@H](CO)N1C[C@H](C)[C@H](CN(C)C(=O)Nc2ccc3c(c2)OCO3)Oc2ncccc2C1=O	5	1	-21	-4	-6	.	-18	-1[16.7 µM]
Cc1ccc(C(=O)O/N=C(\N)c2ccc(C(F)(F)F)cn2)cc1	3	-2	-96	-2	-3	-81	-38	-11
Cc1ccc(C)c(NC(=S)N(CCc2nc3cc(C)c(C)cc3[nH]2)Cc2cccnc2)c1	-11	.	12	.	12	.	.	-4
Cc1c(NC(=S)NC(=O)c2cccc([N+](=O)[O-])c2)c(=O)n(-c2ccccc2)n1C	-2	0	15	6	1	10	.	-2
CC(Oc1ccc(F)cc1F)C(=O)NNC(=S)NCC1CCCO1 (configuration not stated)	-4	0	0	0	0	4	5	2
CCC(C)N(C)C(=O)c1cc2ccccc2c(-c2ccccc2Cl)n1 (configuration not stated)	-1	-3	10	-3	-4	-9	-3	5
Cc1ccccc1N1CCN(C2CCCN(C(=O)c3cn4cccc(C)c4n3)C2)CC1 (configuration not stated)	-7	.	-4	-11	8	28	7	-10
CN1C(=O)c2cc(NC(=O)C3CCOCC3)ccc2OC[C@H]2O[C@H](CC(=O)NC3CCCC3)CC[C@@H]21	-3	-2	5	2	-2	-15	1	7[16.7 µM]
O=C(NNC(=S)Nc1ccccc1)c1cccs1	-2	.	-29	.	9	.	.	0
COc1ccc(NC(=O)N(C)C[C@@H]2OCCCC[C@@H](C)Oc3ccc(NC(=O)c4ccncc4)cc3C(=O)N([C@@H](C)CO)C[C@H]2C)cc1	-8	.	-24	5	5	19	-3	-2[16.7 µM]
CCCN1CCN(S(=O)(=O)c2ccc(OC)c(Br)c2)CC1	-5	.	-6	.	0	.	.	2
CCOc1ccc(C2C(C(=O)c3ccco3)=C(O)C(=O)N2CCN2CCOCC2)cc1OCC (configuration not stated)	1	1	-10	4	-19	-19	2	-5
Cc1ccc(Nc2nc(/N=C/NO)n[nH]2)cc1C	37	2	-40	.	2	-10	8	0
C/C=C/c1ccc2c(c1)O[C@H](CN(C)C(=O)c1ccccc1)[C@@H](C)CN([C@H](C)CO)S2(=O)=O	-16	2	-2	3	-1	8	18	9[16.7 µM]
O=C1Nc2ccc([N+](=O)[O-])cc2OC1CCN1CCOCC1 (configuration not stated)	2	2	-15	1	3	-20	10	3
Cc1ccc2cccc(NS(=O)(=O)c3ccccc3)c2n1	.	-2	15	19	.	96*	-32	.
CCNC(=O)Nc1ccc2c(c1)C(=O)N(C)[C@@H]1CC[C@@H](CC(=O)NCC3CCCCC3)O[C@H]1CO2	0	0	0	-13	51	-18	3	4[16.7 µM]
CC(=O)OC1CCC2C3CCC4OC(=O)CCC4C3CCC12C (configuration not stated)	10	-1	-30	0	-2	5	2	-8
CC(=O)c1ccc(OCC(=O)OCC(=O)Nc2sccc2C(N)=O)cc1	-56	0	1	-2	-1	-3	-7	1
CN(C(=O)CN(c1ccccc1)S(=O)(=O)c1ccc(F)cc1)C1CCS(=O)(=O)C1 (configuration not stated)	-7	-1	-9	-8	1	6	2	-5
Cc1ccc(NC(=S)NCC2CCCO2)cc1C (configuration not stated)	0	.	.	.	-2	4	.	-2
CO[C@H]1CN(C)C(=O)c2cc(NC(C)=O)ccc2OC[C@@H](C)N(Cc2cc(F)ccc2F)C[C@@H]1C	1	-1	17	-12	0	-8	10	-1[16.7 µM]
O=S(=O)(c1ccccc1)N1CC[C@@H]2[C@H](CO)Nc3ccc(Br)cc3[C@@H]21	-3	-2	-4	-36	-1	-16	-3	7[16.7 µM]
Cc1ccc(NC(=O)Cc2nnc(SCC(=O)NC3=NCCS3)n2C)cc1	-4	0	7	-5	-2	-21	1	-5
Cc1[nH]c2ccc(F)cc2c1CCN(Cc1ccco1)C(=S)NC(C)(C)C	.	-2	27	-4	.	-2	8	.
CC(=O)N/C(=C\c1ccccc1)C(=O)OCC(=O)Nc1cc(S(=O)(=O)N(C)C)ccc1Cl	.	-1	40	0	.	.	10	.
C=CCNC(=O)[C@@H]1[C@H]2C(=O)O[C@H](c3ccccc3)[C@H](c3ccccc3)N2[C@H](c2ccc(OCCO)cc2)[C@@]12C(=O)Nc1ccc(C#CCCO)cc12	4	0	.	.	-1	-2	-7	.
CN(C(=O)COC(=O)C1CCN(S(=O)(=O)c2ccc3c(c2)OCCO3)CC1)C1CCCCC1	.	2	-1	9	.	.	-3	.
CCOc1ccc(NC(=O)c2cc(=O)[nH]c3ccccc23)cc1	21	3	3	-4	-1	9	12	3
CC(C)C(=O)Nc1cccc(C(=O)Nc2ccc(S(=O)(=O)Nc3nccs3)cc2)c1	7	1	-8	4	4	-7	4	-2
CC(=O)Nc1ccc(SC[C@H](Cc2ccccc2)N2CCN(CCc3ccccc3)CCC2=O)cc1	4	-2	1	0	0	-4	-4	5
CCC(C(=O)Nc1ccccc1C(=O)N1CCOCC1)N1C(=O)c2ccccc2C1=O (configuration not stated)	10	.	7	-4	-1	.	.	-2
C=CCN1C(=O)C(CC(=O)NCC)SC1=Nc1cc(Cl)ccc1Cl (configuration not stated)	-12	-3	1	-1	-3	-15	12	-4

# Next part
canonical_smiles	PGC1a acetyl inh	Casp6 inh	LGR2 antag	FN deposition inh	Cneo AK release	PAX8 inh HTS	EWS-Fli inh	miR122 inh
CSc1ccccc1NC(=O)CN1C(=O)C2CC=CCC2C1=O (configuration not stated)	.	1	1	0	1	1	-8	-2
Cc1ccc(S(=O)(=O)N2CCN(C(=O)c3cc(C4CC4)nn3-c3ccccc3)CC2)cc1	-11	1	8	1	-1	14	24	-3
CCCN(CC(=O)Nc1ccccc1C)C(=O)COC(=O)CSc1ccc([N+](=O)[O-])cc1	-9	6	6	1	3	0	0	-3
COC(=O)N1[C@H](C)C=C[C@]1(Cc1ccccc1)C(=O)O	-10	5	0	12	2	16	2	4
Cc1cccc(C2NC(c3cccc(C)c3)C(C)C(=O)C2C)c1 (configuration not stated)	-14	1	-1	1	-2	-5	2	-3
Cc1ccc2oc(-c3cccc(NC(=O)/C=C/c4cccc([N+](=O)[O-])c4)c3C)nc2c1	.	0	.	-3	.	-112	-3	.
Cc1cc([N+](=O)[O-])ccc1NC(=O)c1csc(C)c1C	-4	0	-65	-3	-3	-219	-148	0

# Some of the entries above in a different format.
# Below each compound: PGC1a acetyl inh | Casp6 inh | LGR2 antag | FN deposition inh | Cneo AK release | PAX8 inh HTS | EWS-Fli inh | miR122 inh
Cc1cccc(C2NC(c3cccc(C)c3)C(C)C(=O)C2C)c1 (configuration not stated)
    -14 | 1 | -1 | 1 | -2 | -5 | 2 | -3
Cc1ccc2oc(-c3cccc(NC(=O)/C=C/c4cccc([N+](=O)[O-])c4)c3C)nc2c1
    . | 0 | . | -3 | . | -112 | -3 | .

# Bioassay records deposited in PubChem BioAssay by Broad Institute.
